Compound activity deposited in PubChem BioAssay by Broad Institute.
Cneo AK release: Cryptococcus neoformans lysis via adenylate kinase release; hit rate 0.2% among 360,000; lysis activity, % at 15 µM; C. neoformans lysis, adenylate kinase release luminescence, 4 h; normalised: neutral wells 0, clomiphene wells 100;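 active = mean lysis activity across replicates of at least 80%, whatever share of replicates individually reach that level; inactive = mean lysis activity below 80%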
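Material – log-phase Cryptococcus neoformans yeast cells · Input – 5 × 10^6 yeast cells/mL · Medium – fresh YPD growth medium · Doses – single compound concentration per well · Timing – static 4 h at 37 °C with compound, 1 h detection · Detection – adenylate kinase release luminescence · Read-out – signal increase indicating cell lysis · Control set – Clomiphene as positive lysis control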
ARNT TACC3 PPI: ARNT/TACC3 interaction disruption | Q9Y6A5 | AlphaScreen His-ARNT PAS-B/GST-TACC3 binding, luminescence; TACC3 fragment carries E629A point mutation | inhibition, % at 9.99 µM | hit rate 0.66% among 390,000 | AID 623870;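 active = mean inhibition of replicates at least 50% and at least half of replicates each reaching 50%; inconclusive = half or more replicates reach 50% but mean below 50%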;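 also: 0% = complete ARNT plus TACC3 wells and 100% = ARNT alone without TACC3; many hits fall short of the cut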
SIRT5 block: sirtuin-5 (human) deacylase inhibition. Q9NXA8. Purified SirT5, succinyl-peptide AMC, trypsin-coupled fluorescence. inhibition, % at 15 µM. hit rate 1.1% among 330,000. AID 652115; in the data active = inhibition above about 15%; inconclusive = no clear call, values can overlap the other calls
Target sequence (Q9NXA8 whole entry, looked up): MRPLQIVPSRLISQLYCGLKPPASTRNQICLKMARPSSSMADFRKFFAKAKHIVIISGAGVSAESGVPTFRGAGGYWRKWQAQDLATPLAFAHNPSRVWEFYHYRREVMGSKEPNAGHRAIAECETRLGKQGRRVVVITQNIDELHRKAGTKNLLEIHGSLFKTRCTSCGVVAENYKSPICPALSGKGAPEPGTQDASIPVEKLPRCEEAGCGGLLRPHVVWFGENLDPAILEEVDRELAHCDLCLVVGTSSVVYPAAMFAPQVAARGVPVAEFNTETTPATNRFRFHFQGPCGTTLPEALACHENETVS
ERp5 inh: blocks human ERp5 reductase activity on insulin | AID 651711 | Q15084 | ERp5 insulin aggregation, absorbance 650 nm, 90 min | hit rate 0.05% among 350,000 | inhibition, % at 9.99 µM;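 active = mean replicate inhibition above about 25%, with every replicate also reaching it, limit read from the data, passing the limit was not always enough; inconclusive = only one of those two criteria met; inactive = neither criterion met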
Target sequence (Q15084 whole entry, looked up): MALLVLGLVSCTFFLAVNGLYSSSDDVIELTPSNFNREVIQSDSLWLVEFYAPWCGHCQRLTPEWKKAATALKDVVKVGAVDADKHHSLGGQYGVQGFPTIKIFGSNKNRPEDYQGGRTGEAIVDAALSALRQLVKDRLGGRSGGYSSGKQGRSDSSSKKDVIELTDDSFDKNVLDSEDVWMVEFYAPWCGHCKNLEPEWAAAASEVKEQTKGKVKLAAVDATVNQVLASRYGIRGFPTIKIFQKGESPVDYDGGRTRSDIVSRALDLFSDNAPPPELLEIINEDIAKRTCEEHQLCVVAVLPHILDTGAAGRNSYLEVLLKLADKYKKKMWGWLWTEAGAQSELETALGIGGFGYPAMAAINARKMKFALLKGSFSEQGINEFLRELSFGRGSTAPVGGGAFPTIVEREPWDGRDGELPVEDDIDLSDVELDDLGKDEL
esBAF inh: inhibitors of esBAF chromatin remodeling in mouse ES cells; Bmi1-luciferase knock-in reporter, 24 h; 100% = twice the neutral-well signal; hit rate 2% among 350,000; reporter increase, % at 12.5 µM; in the data active = activation above about 40%; inconclusive = no clear call, values can overlap the other calls;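 also: 0% = median of the plate's neutral control wells and 100% = double that signal; a rise in the Bmi1 reporter signal indicates esBAF inhibition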
C2C12 statin: protects C2C12 myotubes from simvastatin toxicity; ATP luminescence, 48 h; scaled: DMSO 0, geranylgeraniol control 100; rescue of ATP level, % at 7.49 µM; hit rate 0.78% among 330,000;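 active = mean ATP rescue above about 67%, or every replicate alone reaching that limit, limit read from the data, passing the limit was not always enough; inconclusive = no clear call, values can overlap the other calls; inactive = mean under the limit and some replicate under it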;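 also: myotubes were challenged with 10 µM simvastatin during compound exposure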
miR122 inh: inhibitors of miR-122 in Huh7 cells; Huh7 miR-122 Renilla luciferase sensor, 48 h; neutral wells = 0, positive control = 100; activation (reporter increase), % at 12.5 µM; hit rate 0.3% among 340,000;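 active = mean replicate activation score at least 90 and every replicate individually at or above 90; inconclusive = only one of the two criteria met; inactive = neither criterion met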;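 also: higher luciferase means less miR-122 activity so hits act as miR-122 inhibitors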
* hit, by the source's call; ? = inconclusive; / = no result given; & = joins results of further samples; [ ] = dose if it differs, or a comment.

SMILES	Cneo AK release	ARNT TACC3 PPI	SIRT5 block	ERp5 inh	esBAF inh	C2C12 statin	miR122 inh
COc1ccc(COC(=O)c2ccc(N3CCCC3=O)cc2)cc1F	2	-8	/	/	6	/	-9
CCOc1cc(/C=N\NC(=O)c2c(C)nc3ccccn23)ccc1O	-10	18	3	-1	4	8	-3
CCC(=O)Nc1ccc2c(c1)C(=O)N(C)C[C@@H](OC)[C@@H](C)CN(Cc1cccc(F)c1)[C@@H](C)CO2	-1	-12	10	1	-8	9	/
O=C(NCCc1ccc(F)cc1)C1CCCCC1	/	-5	-17	5	/	/	/
C[C@@H]1CN([C@H](C)CO)S(=O)(=O)c2ccc(C#CC3CC3)cc2O[C@@H]1CN(C)Cc1ccc(F)cc1	10	12	12	4	-1	-4	9[16.7 µM]
COc1ccc(NC2c3ccccc3C(=O)N2Cc2ccc3c(c2)OCO3)cc1 (stereo not drawn)	2	14	0	-4	-3	30	16
O=C(O)c1ccc(NC(=S)NC(=O)c2ccc(-c3ccccc3)cc2)cc1	/	-1	-2	-2	28	-4	-5
O=[N+]([O-])c1cccc(-c2nc(-c3cccs3)c(-c3cccs3)[nH]2)c1	-4	0	/	/	-7	-49	0
CC(C)OCCCN1C(=O)c2ccccc2C1C(=O)NC1CCCCC1 (stereo not drawn)	2	4	/	/	-9	-10	3
C/C(=N\NC(=O)c1ccccc1)c1ccc(N2CCCCC2)cc1	1	-4	1	1	/	/	0
Cc1ccc(S(=O)(=O)Nc2ccc3c(c2)CC(=O)N([C@@H](C)CO)C[C@@H](C)[C@@H](CN(C)S(=O)(=O)c2cn(C)cn2)O3)cc1	2	-14	4	2	-2	20	3[16.7 µM]
C[C@@H]1CN([C@@H](C)CO)C(=O)c2ccccc2-c2ccccc2CO[C@@H]1CN(C)C	-4	-5	-2	-6	0	-12	/
N#CC(C#N)=C1C(=O)N(CCN2CCCCC2)c2ccccc21	3	11	-2	1	1	-13	-4
COc1ccc2oc(C)c(C(=O)c3ccccc3)c2c1	/	2	-1	0	/	/	/
CCOc1ccc(Oc2ccccc2NC(=O)C2=COCCO2)cc1	-2	/	2	0	/	27	/
CCN(CC)CCN(Cc1cc2cc3c(cc2[nH]c1=O)OCCO3)C(=S)NCC(C)C	2	1	-2	1	16	-18	-9
Cc1ccc(-c2cc(-c3nnc(SCC(=O)NCC(C)C)n3N)c3ccccc3n2)cc1	1	3	/	/	8	-8	-1
O=c1[nH]cnc2scc(-c3ccsc3)c12	-1	-4	/	/	-5	117*	-4
Cc1ccccc1S(=O)(=O)NCC[C@@H]1CC[C@@H](NC(=O)C2CCOCC2)[C@H](CO)O1	56	4	2	-3	-2	0	32[16.7 µM]
O=C(CN1CCOCC1)N[C@@H]1CC[C@H](CCNC(=O)Nc2cc(F)ccc2F)O[C@@H]1CO	1	0	16*	1	3	9	/
C=CCn1c(-c2cc3cccc(OC)c3o2)n[nH]c1=S	/	5	-6	-3	/	/	/
O=C(NCCc1ccc(Cl)cc1)C1CCN(c2ncccn2)CC1	/	3	-5	-3	/	/	/
COc1ccc(/C=C2/SC(=O)N(NS(=O)(=O)c3ccccc3)C2=S)cc1OC	-1	6	6	-5	3	46	-10
COc1ccc(S(=O)(=O)N2CCOCC2)cc1NC(=O)CC1CC2CCC1C2 (stereo not drawn)	4	0	-3	-1	0	-3	-6
CCc1ccc2[nH]c(=O)c(CN(Cc3ccco3)S(=O)(=O)c3ccc4c(c3)OCCO4)cc2c1	0	-2	/	/	5	-66	-4

Whole records, quoted from the list. Values in the order: Cneo AK release	ARNT TACC3 PPI	SIRT5 block	ERp5 inh	esBAF inh	C2C12 statin	miR122 inh
COc1ccc(NC2c3ccccc3C(=O)N2Cc2ccc3c(c2)OCO3)cc1 (stereo not drawn) in the list: 2	14	0	-4	-3	30	16
COc1ccc(COC(=O)c2ccc(N3CCCC3=O)cc2)cc1F in the list: 2	-8	/	/	6	/	-9
CCOc1ccc(Oc2ccccc2NC(=O)C2=COCCO2)cc1 in the list: -2	/	2	0	/	27	/
CCc1ccc2[nH]c(=O)c(CN(Cc3ccco3)S(=O)(=O)c3ccc4c(c3)OCCO4)cc2c1 in the list: 0	-2	/	/	5	-66	-4
CC(C)OCCCN1C(=O)c2ccccc2C1C(=O)NC1CCCCC1 (stereo not drawn) in the list: 2	4	/	/	-9	-10	3

Next section:
SMILES	Cneo AK release	ARNT TACC3 PPI	SIRT5 block	ERp5 inh	esBAF inh	C2C12 statin	miR122 inh
COc1ccccc1NC(=S)N(Cc1ccccc1)Cc1ccccn1	2	3	/	/	/	/	9
O=c1oc2cc(O)ccc2s1	0	2	-1	-1	-2	3	-2
C[C@@H]1CN([C@@H](C)CO)C(=O)Cc2cc(NC(=O)Nc3ccc(C(F)(F)F)cc3)ccc2O[C@H]1CN(C)Cc1ccc(C(F)(F)F)cc1	8	16	0	-3	-7	-27	-7[16.7 µM]
O=C(Cc1ccc(S(=O)(=O)N2CCOCC2)s1)NCCC(c1ccccc1)c1ccccc1	1	-3	/	/	2	21	50
CC1C(=O)CC(c2ccc([N+](=O)[O-])cc2)NC1c1ccc([N+](=O)[O-])cc1 (stereo not drawn)	-2	4	-6	3	-5	-1	-2
CCN(CC)C(=O)CC(c1ccc2c(c1)OCO2)c1c(OC)cc(OC)c2c(-c3ccccc3)cc(=O)oc12 (stereo not drawn)	-1	2	/	1	4	-22	/
CC(C)NC(=O)COc1nncc2ccccc12	-1	1	0	1	6	4	2
CO[C@@H]1CN(C)C(=O)c2cc(NC(=O)c3ccccc3F)ccc2OC[C@H](C)N(C(C)=O)C[C@H]1C	-1	-4	5	-1	-3	-9	/
COc1ccc(-c2cc(C(=O)N3CC4(C)CC3CC(C)(C)C4)no2)cc1OC (stereo not drawn)	5	1	5	3	24	/	-5
Cc1ccnc(NC(=O)c2ccc(S(=O)(=O)N3CCCCC3)cc2)c1	3	3	-1	2	19	-8	-11
Cc1sc2nc(CSCC(=O)Nc3ccccc3C#N)[nH]c(=O)c2c1C	0	8	/	/	/	/	4
Cc1cc(C)[n+]2[nH]c(N)c(N=Nc3ccccc3)c2n1	/	-2	-2	1	/	/	/
Cc1c(Cl)cccc1NC(=O)C1Cc2ccccc2CN1C(=O)c1ccccc1 (stereo not drawn)	/	-6	0	5	/	/	/
C[C@H](CO)N1C[C@H](C)[C@@H](CN(C)C(=O)Nc2ccc(F)cc2)Oc2ccc(NS(C)(=O)=O)cc2CC1=O	-3	-7	3	-2	-3	6	-10[16.7 µM]
CCOC(=O)c1c(C)[nH]c(C(=O)OCc2ccc(F)cc2)c1C	-9	-3	-2	-5	49*	-5	2
Cc1ccc(C)c(S(=O)(=O)Nc2ccc(C(N)=O)cc2)c1	0	/	15	6	1	2	89
C[C@@H]1CN([C@@H](C)CO)S(=O)(=O)c2ccc(-c3ccccc3)cc2O[C@H]1CN(C)S(=O)(=O)c1ccccc1F	-6	-2	?	0	9	-114	-3[16.7 µM]
CCCCC(CCC(=O)Nc1nccs1)C(=O)O (stereo not drawn)	4	-4	/	/	2	-2	6
O=c1c(C(c2ccc(Br)cc2)c2c(O)nc3n(c2=O)CCS3)c(O)nc2n1CCS2	/	-24	3	-3	1	13	/
CCN(CC)CCC(O)(c1ccc2c(c1)OCO2)c1cc(OC)c(OC)c(OC)c1 (stereo not drawn)	1	-1	-1	2	1	-6	/
C[C@H]1CN([C@@H](C)CO)C(=O)c2cccc(NC(=O)Nc3ccccc3)c2O[C@@H]1CN(C)C(=O)Nc1ccccc1	-5	1	2	1	5	-1	-2[16.7 µM]
Cc1ccc(S(=O)(=O)N2CCN(C(=O)CC(C)n3nc(C)c(Cl)c3C)CC2)cc1C (stereo not drawn)	-1	/	0	1	-9	-5	-5
CCC(COC(C)=O)Nc1nc2c([nH]1)c(=O)n(C)c(=O)n2C (stereo not drawn)	/	-12	2	2	/	/	/
CCN(C(=O)C(C)N1C(=O)/C(=C/c2cccs2)SC1=S)C1CCS(=O)(=O)C1 (stereo not drawn)	1	14	5	-5	4	-2	1
Cc1ccc(NC(=O)CN2CCCC2c2cccs2)cc1S(=O)(=O)N1CCCCC1 (stereo not drawn)	-2	4	0	-4	-33	-22	12
SMILES	Cneo AK release	ARNT TACC3 PPI	SIRT5 block	ERp5 inh	esBAF inh	C2C12 statin	miR122 inh
CC(=O)Nc1ccc2c(c1)C(=O)N(C)[C@H]1CC[C@H](CC(=O)NCc3ccc(Cl)cc3)O[C@H]1CO2	-4	-3	-2	3	3	-9	55[16.7 µM]
CCOC(=O)N1CCN(c2nc(-c3ccccc3)c3cc(C)ccc3n2)CC1	3	15	-3	0	-1	1	-3
COc1ccc(C/C(C)=N/NC(=S)Nc2ccccc2)cc1	-2	/	0	4	60*	-3	9
O=C(N1CCOCC1)C12CCC3CC(CC(C3)C1)C2	1	-5	/	/	3	-11	-3
COc1cc([N+](=O)[O-])cc(/C=N/NC(=O)C(C)Nc2ccccc2C)c1O (stereo not drawn)	3	44	3	-2	/	/	-8
COc1ccccc1N1CCN(C(=O)c2ccc(S(=O)(=O)N3CCCC3)cc2)CC1	/	-1	/	/	-9	2	0
Cc1ccc(C(=O)NCc2ccc(Cl)cc2)o1	0	-6	/	/	1	8	9
CCc1ccc(OS(=O)(=O)c2cn(C)c(=O)n(C)c2=O)cc1	/	-9	-2	-3	/	/	/
Cc1ccc(S(=O)(=O)N[C@H]2C=C[C@H](CC(=O)NCCCN(C)C)O[C@@H]2CO)cc1	5	6	-4	2	11	-4	/
Cc1nc(N)sc1-c1nnc(SCC(=O)Nc2nccs2)n1C	2	-6	/	/	-2	-23	-3
C[C@@H]1CCCCO[C@@H](CN(C)Cc2ccccc2)[C@@H](C)CN([C@H](C)CO)C(=O)c2cc(NC(=O)Nc3cccc4ccccc34)ccc2O1	6&6	4	1&-4	-2&-2	-1&-4	2	1
CCOC(=O)CN1C(=O)/C(=C/c2cccc(Br)c2)Oc2ccccc21	1	-6	-17	2	4	-8	11
COCCNc1nc(=S)[nH]c2cc(OC)c(OC)cc12	1	59*	/	/	-10	10	11
O=[N+]([O-])c1ccc(NCc2ccccn2)nc1	-3	/	4	2	33	5	-2
Cc1cccc(NC(=S)N(CCN(C)C)C(C)c2cccnc2)c1 (stereo not drawn)	/	1	/	1	-7	9	-1
COc1c(C)cc(Br)cc1C(=O)Nc1cccc(-c2nc3ncccc3o2)c1	-4	19	5	4	2	-2	0
COC(=O)CCN(C(=O)c1ccc2c(c1)OCO2)c1ccccn1	2	-9	/	/	-10	-4	-4
CN(C)/C=C(\C#N)C(=O)Nc1ccccc1	/	-5	0	1	18	2	-2
COC(=O)CCC(=O)COc1ccccc1C#N	1	-8	/	/	3	-4	-1
CN(C(=O)COc1ccc(Oc2ccccc2)cc1)C1CCS(=O)(=O)C1 (stereo not drawn)	1	-8	0	18	-9	-5	-1
c1ccc2cc(CN3CCOCC3)ccc2c1	-2	-3	/	/	-1	2	-6
Cc1ccc(C(=O)N2CCN(c3ccc(C(F)(F)F)cn3)CC2)cc1	0	-3	/	/	5	4	-6
CCOc1ccc(NC(=S)Nc2cccc3cnccc23)cc1	-3	42	/	/	/	/	6
C[C@@H]1CN([C@H](C)CO)C(=O)c2cc(NC(=O)CCN3CCOCC3)ccc2O[C@@H]1CN(C)C(=O)Nc1ccc(F)cc1	0	-5	1	-3	-3	12	2[16.7 µM]
S=c1[nH]nc(-c2cccc3ccccc23)n1-c1cccnc1	21	8	/	7	/	/	-4
Cc1ccc(C(C)C)c(OCC(=O)NNC(=O)Nc2ccccc2)c1	/	-1	0	-6	/	/	/
CC(=O)N[C@H]1CC[C@H](CCNC(=O)Nc2ccc(C(F)(F)F)cc2)O[C@H]1CO	-2	-29	2	-1	-3	-23	/
O=C(C1CCCCC1)N1CCc2[nH]c3ccc(F)cc3c2C1	/	0	3	0	/	/	/
CCC(=O)N[C@H]1CC[C@H](CCNC(=O)Nc2ccc(F)cc2)O[C@H]1CO	3	-1	1	2	-3	-2	/
